Source: PubChem (The Scripps Research Institute Molecular Screening Center)
TTR transcr act = activators of transthyretin transcription; SH-SY5Y TTR promoter Gaussia luciferase, luminescence; 100% = recombinant luciferase protein wells; activation, % at 16.7 µM; actives 1.3% (n = 92,000); AID 1117267;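 active means activation above the mean of all tested compounds plus 3 SD, cut at about 9.5% in these data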;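 further: cells exposed to compounds for one day before reading; 0% = median of all test compound wells on the plate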
Numbers without * were called inactive. Some of the compounds tested; rates above refer to the full screens.

TTR transcr act | SMILES
5.4 | CCC(c1nnnn1Cc1ccc2c(c1)OCO2)N1CCN(CC)CC1 (stereo not drawn)
2.6 | CC(C)CC(=O)NNC(=O)c1ccc(Cl)cc1
-2.0 | N#CCC(=N)N1CCN(c2ccccc2Cl)CC1
0.2 | O=C1C2C3C=CC(C3)C2C(=O)N1c1ccccc1OS(=O)(=O)c1ccccc1 (stereo not drawn)
0.8 | CCOC(=O)C1(C)NC(c2cccs2)C2C(=O)N(c3ccccc3)C(=O)C21 (stereo not drawn)
-0.5 | Cc1nc2ccc(NC(=O)c3cncc(Br)c3)cc2s1
-1.2 | COc1ccccc1NC(=O)Cc1csc(NC(=O)c2ccccc2)n1
-0.3 | COc1ccc(NC(=O)C2CC(=O)OC2c2ccccc2)cc1 (stereo not drawn)
-1.8 | O=C(COc1ccccc1Cl)NCc1ccco1
3.8 | O=c1cc(CSc2nc(NCc3ccc(Cl)cc3)c3ccccc3n2)nc2ccc(Cl)cn12
1.2 | Cc1c(NC(=O)COC(=O)Cc2ccc(Cl)cc2)c(=O)n(-c2ccccc2)n1C
0.6 | O=C(O)CCC(=O)OC1CC2CCC1C2 (stereo not drawn)
-1.2 | Cc1ccc(NC(=O)c2ccccn2)cc1S(=O)(=O)N1CCOCC1
0.2 | O=C(CCCOc1ccc(Cl)cc1Cl)NCc1ccncc1
2.5 | Cc1c(Cl)cccc1NC(=O)CCN1CCN(C)CC1
0.8 | Cc1cccc(N(C(=O)Cn2nnc3ccccc32)C(C(=O)NCc2ccco2)c2ccncc2)c1C (stereo not drawn)
-1.1 | COc1cc(/C=N/NC(=O)C2CC(=O)N(c3ccc(C)cc3)C2)cc(OC)c1OC (stereo not drawn)
7.4 | CCCC(=O)N1CCC1(C)C(=O)NS(=O)(=O)c1ccc(OC)cc1 (stereo not drawn)
0.8 | CC1CCCCN1S(=O)(=O)c1ccc(C(=O)Nc2ccccc2-c2nc3ccccc3s2)cc1 (stereo not drawn)
0.7 | CCc1ccc(NC(=O)CN2C(=O)CSC2=O)cc1
-2.3 | Cc1ccn(CC(=O)NC2CCCN(Cc3ccc(CC(C)C)cc3)C2)n1 (stereo not drawn)
-0.8 | CN1/C(=C\C=Nc2cc(S(=O)(=O)N3CCOCC3)ccc2N2CCOCC2)C(C)(C)c2ccccc21
-2.4 | CCN(CC)c1ccc(C(=O)N/N=C/c2ccc(OC)cc2OC)cc1
-0.5 | O=C(Nc1ccc(Cl)cc1)Nc1ccccc1Sc1ncc([N+](=O)[O-])s1
1.0 | O=C(CSc1ccc(-c2ccc(F)cc2)nn1)Nc1ccc2c(c1)OCCO2
-2.3 | c1ccc(-c2ccc(-c3nc(-c4ccccn4)no3)cc2)cc1
-0.4 | CC(=O)OC1CC2(C)C(CCC2(O)C(C)=O)C2CCC3C(Cl)C(=O)CCC3(C)C12 (stereo not drawn)
-1.4 | COc1cc(C(=O)OC(C)CN2CCOCC2)cc(OC)c1OC (stereo not drawn)
4.1 | COc1ccc(CNC(=O)C[C@H]2C(=O)N(c3ccccc3)C[C@@H]2Cc2ccccc2)cc1
4.0 | Cc1ccc(-c2ccc(CCC(=O)O)n2C(C)C)cc1
-0.8 | COc1ccc(N2CC(C(=O)OCC(=O)c3ccccc3)CC2=O)cc1 (stereo not drawn)
-1.7 | Nc1ccc(S(=O)(=O)Nc2nc(-c3ccccc3)cc(-c3ccccc3O)n2)cc1
1.2 | CC(C)(C)N(Cc1ccccc1)C(=O)CN1C(=O)c2ccccc2C1=O
-2.6 | CCCn1nnc(NC(=O)c2ccc(Br)cc2)n1
0.3 | COc1ccc2nc3ccccc3nc2c1NC(=O)c1ccc(Br)cc1
-0.7 | CC(C)COc1ccc(C(=O)Nc2ncn[nH]2)cc1
1.1 | O=C(N/N=C/c1cc([N+](=O)[O-])ccc1O)c1ccc(COc2ccc3c(c2)CCC3)o1
-1.8 | Cc1ccc(NC(=O)C(c2ccccc2)N2CCN(C(=O)c3ccco3)CC2)cc1Cl (stereo not drawn)
8.3 | c1cc2c(cnc3cscc32)s1
0.0 | O=C(OCCCCOC(=O)c1ccccc1)c1ccccc1
8.2 | CCN(CC(=O)NCc1ccc(Cl)cc1)C(=O)Cc1ccc(OC)cc1
-2.2 | Cn1nccc1C(=O)N1CCOCC1
3.2 | Cn1ccc2c(/C=C/c3ccc(F)cc3)cc3c(c21)C1CCC3C1 (stereo not drawn)
-2.9 | O=C(NCc1ccncc1)c1ccc(-c2ccc(F)c(F)c2)c2ccoc12
1.7 | CC(C)CN1C(=O)C(=O)N(CC(=O)Nc2cc(Cl)ccc2Oc2ccccc2)C1=O
-0.9 | CCNc1nc(NC(C)(C)C)nc(Oc2ccc(=O)n(-c3ccccc3)n2)n1
-0.8 | O=C(CSc1n[nH]c(-c2cccnc2)n1)Nc1ccc(Cl)cc1
-0.4 | O=C1CCCN1CC(=O)N1CCCC(N2CCN(c3cccc(Cl)c3)CC2)C1 (stereo not drawn)
-3.4 | Cc1ccc(NC(=O)OC(C)CNC(=O)Oc2cccc(C)c2)cc1 (stereo not drawn)
-0.7 | Cc1cc(C)n2c(Nc3ccc4c(c3)OCCO4)c(C3CC3)nc2n1
-1.7 | Cc1ccc(C)n1-c1ccc(C(=O)/C=C/N(C)C)cc1
-1.3 | O=C(CSc1ccc(Cl)cc1)N1CCN(c2ccc(Cl)cc2[N+](=O)[O-])CC1
0.2 | O=C1C(Cc2ccc(O)cc2)NC(=S)N1c1ccccc1 (stereo not drawn)
-0.8 | COC(=O)[C@]12C[C@H](CC(=O)N3CCCC3)C(=O)N(CCc3ccc(OC)c(OC)c3)C1=C[C@H](COCc1ccccc1)O[C@@H]2C
0.0 | CCOc1ccc(NS(=O)(=O)c2cc(OC)ccc2OC)cc1
-0.2 | N#Cc1c(N)oc(-c2cccs2)c1-c1cccs1
-1.5 | O=C(NCCCCCCCN1CCCCCCC1)C(C1CCCCC1)C1CCCCC1
-1.2 | CN1CCN(c2nc(-c3cccs3)nc3ccccc23)CC1
6.0 | O=C(OCC(=O)N1CCc2ccccc2C1)c1cccc([N+](=O)[O-])c1
7.3 | CCOC(=O)c1cc2sccc2n1CC(=O)Nc1ccc(OC)cc1OC

Further results:
TTR transcr act | SMILES
1.4 | CC(C)(C)OC(=O)NCCCC[C@H](NC(=O)c1nc[nH]c1C(=O)NCC(=O)OCc1ccccc1)C(=O)OC(C)(C)C
0.6 | Cc1cc(NS(=O)(=O)c2ccc(-c3ccccc3)cc2)no1
-1.9 | O=C(c1cccs1)N1CCN(c2cccc(Cl)c2)CC1
-0.9 | O=C(O)C(c1ccccc1)C(O)C1CCCC1 (stereo not drawn)
6.9 | CC(C)OC(=O)c1ccc(COC(=O)CNC(=O)c2ccco2)cc1
-0.8 | Nc1cc(-c2ccc(OC(F)(F)F)cc2)nn1-c1ccc(Cl)c(Cl)c1
-0.7 | COc1cc(-c2nc(-c3ccc(Br)o3)no2)cc(OC)c1OC
1.0 | CC(C)(C)c1cc(N2CCOCC2)n2ncc(-c3ccccc3)c2n1
-1.1 | CC1(C)CC(=O)C(C(N)=NC(=O)c2ccc([N+](=O)[O-])cc2)=C(O)C1
-1.0 | COc1cccc(OC)c1NC(=O)NC(=O)c1c(OC)c(Br)cc([N+](=O)[O-])c1OC
-0.3 | CN1C2=N[C@H](c3ccc(Br)cc3)CC(=O)N2/C(=C\c2ccccc2)[C@@H]1c1ccccc1
0.3 | O=C(Cn1c2ccccc2c(=O)c2cc([N+](=O)[O-])ccc21)Nc1ccccc1Cl
0.2 | CC(CN1CCOCC1)OC(=O)c1ccccc1 (stereo not drawn)
2.3 | COc1ccc(/C=N/NC(=O)c2ccco2)cc1OCc1ccccc1
-0.5 | Cc1ccc(/C=C2\OC(=O)c3ccccc32)cc1
2.6 | CC(=O)NC(Cc1cccc(F)c1)C(=O)NC1CCN(c2ncccc2[N+](=O)[O-])CC1 (stereo not drawn)
5.4 | Cc1ccc(NC(=O)c2cc(=O)c3ccccc3o2)c(C)c1
-1.7 | CCOC(=O)CSC1=C(C#N)C(c2ccc(C)s2)CC(=O)N1 (stereo not drawn)
-0.5 | CCN(CC(=O)Nc1ccc(NC(C)=O)cc1)C(=O)Cc1c(Cl)cccc1Cl
-1.3 | CC(=O)c1ccc(Nc2nc(C(N)C(C)C)cs2)cc1 (stereo not drawn)
2.3 | CC[C@]12c3[nH]c4ccc(Cl)cc4c3CCN1C(=O)[C@@H](CC(=O)NCCCN(C)C)C[C@@H]2C(=O)N1CCN(C(=O)c2ccco2)CC1
-2.9 | COc1ccc(-c2cc(=O)c(C(=O)c3ccc(C)cc3)n[nH]2)cc1
-2.4 | CC1=NN(C(N)=S)C(=O)C1N=Nc1ccccc1Cl (stereo not drawn)
-0.5 | CCOC(=O)C1(CCOc2ccccc2)CCN(Cc2cnc(C)[nH]2)CC1
9.2 | CCNC(=O)NC(=O)C(C)Sc1nc2cc(C(=O)OC)ccc2c(=O)n1-c1ccccc1 (stereo not drawn)
1.5 | c1ccc2c(c1)nc(NCCN1CCOCC1)c1nncn12
-1.1 | COc1ccc(-c2nn(CCC#N)cc2C(=O)Nc2ccccn2)cc1OC
-1.7 | O=C(COC(=O)/C=C/c1ccc(OC(F)F)cc1)NCc1cccs1
-0.2 | O=C(NCCc1ccccn1)c1ccc(OC(F)F)cc1
3.0 | O=C(N/N=C/C=C/c1ccco1)/C(=C/c1ccccc1)NC(=O)c1ccccc1

Structural class, the compounds so far with an NH in an aromatic ring (6)
TTR transcr act | SMILES
-0.7 | CC(C)COc1ccc(C(=O)Nc2ncn[nH]2)cc1
-0.8 | O=C(CSc1n[nH]c(-c2cccnc2)n1)Nc1ccc(Cl)cc1
1.4 | CC(C)(C)OC(=O)NCCCC[C@H](NC(=O)c1nc[nH]c1C(=O)NCC(=O)OCc1ccccc1)C(=O)OC(C)(C)C
2.3 | CC[C@]12c3[nH]c4ccc(Cl)cc4c3CCN1C(=O)[C@@H](CC(=O)NCCCN(C)C)C[C@@H]2C(=O)N1CCN(C(=O)c2ccco2)CC1
-2.9 | COc1ccc(-c2cc(=O)c(C(=O)c3ccc(C)cc3)n[nH]2)cc1
-0.5 | CCOC(=O)C1(CCOc2ccccc2)CCN(Cc2cnc(C)[nH]2)CC1

Next section
TTR transcr act | SMILES
-1.6 | CCOC(=O)C(CCCOc1ccccc1)C(=O)OCC
-0.6 | Cc1cc(NC(=O)CCC(=O)N(Cc2ccco2)C2(C(=O)NC3CCCCC3)CCCC(C)C2)no1 (stereo not drawn)
1.1 | CCOC(=O)C1=CNS(=O)(=O)NC1c1ccc(OC(C)=O)cc1 (stereo not drawn)
-1.4 | CCCCOP(=O)(OCCCC)C(O)c1ccc(N(C)C)cc1 (stereo not drawn)
0.0 | CC(C)CC(=O)NC(=S)Nc1ccc(N2CCCC2)c(Cl)c1
0.9 | COc1ccc(NC2=CC(=S)NC(C)(C)C2)cc1
0.0 | COCCCNC(=S)N/N=C/c1ccc(N(C)C)cc1Cl
0.0 | O=C(C1CCN(Cc2nc(Cc3cccc(F)c3)no2)CC1)N1CCOCC1
1.4 | COCCn1c(C)cc(C(=O)COc2cccnc2[N+](=O)[O-])c1C
3.8 | CCc1cc(Cn2nc(-c3ccccc3)cc2C(=O)NCC2CC2)on1
0.5 | Cc1snnc1C(=O)NC(=S)Nc1ccccc1
-2.2 | O=C(NCc1cccc(Cl)c1)c1ccc(CS(=O)Cc2ccc(Cl)cc2)o1 (stereo not drawn)
-3.0 | COc1c(C)cc(C(=O)C2CCCN(C(=O)CCc3scnc3C)C2)cc1C (stereo not drawn)
-1.1 | CCCCCCCCN1C(=O)[C@H](CC(=O)NCc2ccc(OC)c(OC)c2)C[C@@]2(C(=O)OC)CC(C)(C)CC=C12
1.1 | Cc1cc(C(=O)Nc2sc3c(c2C#N)CCC(C)C3)no1 (stereo not drawn)
-1.8 | FC(F)(F)Oc1ccccc1C(c1nnnn1C1CCCCC1)N1CCN(C/C=C/c2ccccc2)CC1 (stereo not drawn)
0.6 | CC(C)(C)OC(=O)N1CCC(CC2CC(c3cccc(Br)c3)=NO2)(C(=O)NCC2CCCCC2)CC1 (stereo not drawn)
0.5 | CCOC(=O)c1ccc(NC(=O)N2CCN(C(=O)c3ccco3)CC2)cc1
3.7 | COc1ccc(N=C2SC(CC(=O)Nc3ccccc3)C(=O)N2Cc2ccccn2)cc1 (stereo not drawn)
0.3 | COc1ccc(/C=N/NC(=O)c2cnccn2)cc1O
-1.1 | COc1ccc(CNC(=O)C2(C)Cc3ccccc3C(=O)O2)cc1 (stereo not drawn)
3.9 | COc1ccccc1C#Cc1ccc2c(=O)c3ccccc3n(C)c2c1
0.2 | CCOC(=O)c1c(C)n(-c2ccccc2)c2ccc(OCCN(C)C)cc12
-0.8 | c1ccc(CCN2CN=C(Nc3nc4ccccc4o3)NC2)cc1
-0.1 | O=C(NCc1ccccc1Cl)O[C@H]1CC[C@@]23CCCN2C(=O)CCC[C@H]3C1
1.1 | COC(=O)c1c(NC(=O)c2c(Cl)cnn2C)sc(C)c1C
-9.7 | N#C/C(N=Nc1ccccc1O)=N\Nc1ccccc1O
7.5 | CN(Cc1ccccc1)C(=O)c1ccc(NC(=O)Cc2cccc(NC(=O)C3CCCN(C(=O)C4CCCCC4)C3)c2)cc1 (stereo not drawn)
-2.3 | CC(C)c1nc(C(=O)N2CCCC(N3CCN(c4cccc(Cl)c4)CC3)C2)cs1 (stereo not drawn)
1.3 | O=C(NCCCN1CCOCC1)c1onc(CSc2ccccc2)c1C(=O)NCCCN1CCOCC1
-0.7 | Cc1ccc(C(=O)CSc2nnc3ccccn23)c(C)c1

Some of these compounds in order of the TTR transcr act value, smallest number first.
TTR transcr act | SMILES
0.0 | CC(C)CC(=O)NC(=S)Nc1ccc(N2CCCC2)c(Cl)c1
1.1 | CCOC(=O)C1=CNS(=O)(=O)NC1c1ccc(OC(C)=O)cc1 (stereo not drawn)
1.3 | O=C(NCCCN1CCOCC1)c1onc(CSc2ccccc2)c1C(=O)NCCCN1CCOCC1
3.8 | CCc1cc(Cn2nc(-c3ccccc3)cc2C(=O)NCC2CC2)on1

Molecules shown so far that have a COOH group:
TTR transcr act | SMILES
0.6 | O=C(O)CCC(=O)OC1CC2CCC1C2 (stereo not drawn)
4.0 | Cc1ccc(-c2ccc(CCC(=O)O)n2C(C)C)cc1
-0.9 | O=C(O)C(c1ccccc1)C(O)C1CCCC1 (stereo not drawn)
